mcGAS lum: inhibitors of mouse cGAS. Q8C6L5. recombinant cGAS, Kinase-Glo ATP depletion luminescence. inhibition, % at 12.5 µM. 160,000 compounds, 0.15% hits. AID 1259399;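 note: 0% = negative control wells and 100% = reference inhibitor with no enzyme activity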
NPYLR7 ag: activates Aedes aegypti NPYLR7 receptor | HEK293T NPYLR7/Galpha15, GCaMP6s calcium fluorescence | activation, % at 10 µM | 270,000 compounds, 0.15% hits; in the data active = activation above about 40%;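 note: 0% = vehicle and 100% = reference agonist at the receptor; some compounds past the cut are filed as inactive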
hcGAS lum: human cGAS inhibition; Q8N884; recombinant h-cGAS, ATP depletion, Kinase-Glo luminescence; inhibition, % at 12.5 µM; 290,000 compounds, 0.081% hits;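 note: 0% = vehicle reaction and 100% = reaction without DNA for no activity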
Target sequence (Q8N884 whole entry, looked up): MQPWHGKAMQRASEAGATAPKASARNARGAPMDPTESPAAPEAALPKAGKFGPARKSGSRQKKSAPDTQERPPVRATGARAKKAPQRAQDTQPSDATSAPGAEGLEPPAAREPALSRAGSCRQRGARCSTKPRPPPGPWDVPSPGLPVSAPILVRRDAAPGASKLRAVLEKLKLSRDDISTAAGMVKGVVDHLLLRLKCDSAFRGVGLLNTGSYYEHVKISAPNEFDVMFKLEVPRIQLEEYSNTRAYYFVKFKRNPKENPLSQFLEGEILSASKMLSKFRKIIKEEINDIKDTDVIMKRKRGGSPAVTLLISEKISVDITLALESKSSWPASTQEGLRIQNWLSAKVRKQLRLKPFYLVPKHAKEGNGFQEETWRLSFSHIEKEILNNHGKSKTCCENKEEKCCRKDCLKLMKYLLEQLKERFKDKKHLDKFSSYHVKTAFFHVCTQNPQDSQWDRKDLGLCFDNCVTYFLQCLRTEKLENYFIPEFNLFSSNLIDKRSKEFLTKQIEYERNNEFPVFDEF
The depositor's hits bear a star; . = no result given; & = joins results of further samples. Cut-off read from the data, not from the text of the source, unless noted: active = inhibition above about 40%; inactive = the rest.

entry	structure	mcGAS lum	NPYLR7 ag	hcGAS lum
1	Cc1cc(C)n2c(C(=O)N3CCCC(CCc4c(F)cccc4F)C3)nnc2n1 (stereo unspecified)	.	-0.8	-0.9
2	CC(C)(C)c1ccc(C(=O)N2CCN(C34CC5CC(CC(C5)C3)C4)CC2)cc1	0.9	.	4.4
3	COc1cc(NC(=O)c2cc3c4c(sc3nc2N)CN(C)CC4)c(OC)c(OC)c1	.	-8.3	0.7
4	CN(CC(=O)N1N=C(c2ccc(F)cc2)CC1c1ccc(Cl)cc1)c1ccccc1 (stereo unspecified)	-3.4	0.2	-1.7
5	Cc1ccc2oc3c(c(=O)c2c1)C(c1ccncc1)N(c1cc(C)on1)C3=O (stereo unspecified)	.	6.3	-5.1
6	CCOC(=O)C1(Cc2cccc(OC)c2)CCN(Cc2ccc3c(c2)OCCO3)CC1	-5.7	6.9&9.0	-1.4&-2.9
7	COc1ccc(-c2ccc(OCCNS(=O)(=O)c3ccc(Cl)s3)nn2)cc1	-7.6	-12.3	-6.9
8	O=C(c1ccc(Cn2cccn2)o1)N1C[C@H]2CC=CC[C@H]2C1	.	-1.1	-5.6
9	O=C(CSc1nncn1C1CC1)Nc1nc2ccc(F)cc2s1	.	3.0	-3.0
10	CCOC(=O)c1cn[nH]c1S(=O)(=O)Nc1cccc(C)c1C	-7.7	-2.1	-6.0
11	Cn1cncc1C(=O)NCC1(N2CCOCC2)CCOC1 (stereo unspecified)	-5.3	.	-15.0
12	Cn1ccnc1Sc1ccc(S(C)(=O)=O)cc1[N+](=O)[O-]	.	0.6	-6.2

(next part)
entry	structure	mcGAS lum	NPYLR7 ag	hcGAS lum
13	Cc1cc2nc3c(=O)[nH]c(=O)nc-3n(C)c2cc1C=O	.	-1.1	-5.2
14	Cc1noc(-c2cccs2)c1C(=O)N[C@H]1CCC[C@@H]1OCc1ccccc1	-9.8	4.3	-6.4
15	O=C(c1ccc(-c2cccc(C(F)(F)F)c2)s1)N1CCc2ccccc2C1c1ccc(F)cc1 (stereo unspecified)	-7.1	23.1	-7.0
16	Cc1ccc(-c2cccc(C(=O)N3CCOc4ccc(C(C)(O)CN(C)C)cc4C3)c2)o1 (stereo unspecified)	.	3.9	-7.7
17	COc1ccc([N+](=O)[O-])cc1NC(=O)c1c(Br)cnn1C	.	-7.9	-3.1
18	O=C(Nc1ccc2c(c1)CN(C(=O)Nc1ccc3c(c1)OCO3)CC2)C1CCCO1 (stereo unspecified)	-6.8	0.1	-5.1
19	O=C(O)c1cc2cc(I)cc(Br)c2o1	.	6.0	-6.2
20	O=C(COc1c(F)c(F)c(F)c(F)c1F)Nc1ccc2[nH]cc(CCN3CCN(c4cccc(C(F)(F)F)c4)CC3)c2c1	-6.1	2.7	-8.5
21	O=C(O)c1coc(CN(Cc2cccc(C(F)(F)F)c2)Cc2ccc(Cl)cc2Cl)n1	-3.9	10.4	-2.2
22	Cc1csc(SCCn2c(N3CCOCC3)nc3c2c(=O)[nH]c(=O)n3C)n1	.	-6.7	-9.6
23	CN(C)C=Nc1ccc(S(=O)(=O)N(C)c2nccs2)cc1	.	0.8	-6.1
24	COc1cccc(Cn2c(=O)c(C(=O)N3CCN(C)CC3)nn(-c3ccccc3F)c2=O)c1	-4.2	-9.3	-7.1

Continuation:
entry	structure	mcGAS lum	NPYLR7 ag	hcGAS lum
25	O=C(O)c1ccc(NC(=O)c2cccc(S(=O)(=O)Nc3ccc(C(=O)O)cc3)c2)cc1	-7.0	3.5	7.6
26	COc1ccc(Cl)cc1CN(C)C(=O)CCc1c(C)[nH]c(=S)[nH]c1=O	.	10.5	-8.5
27	C=CCc1cccc2cc(C(=O)Nc3ccccc3C)c(=O)oc12	-5.5	-10.5	-0.3
28	O=C(CSc1nc2ccccc2[nH]1)Nc1ncccn1	-7.2	15.4	-4.9
29	Fc1cccc(-n2[nH]nnc2=S)c1	.	2.3	-7.1
30	Cc1ccc(-c2nnc(SCC(=O)NC(=O)NC(C)(C)C)o2)cc1	-7.6	-5.0	-7.0
31	COc1ccc(CC2CCN(C(=O)c3ccc(F)cc3C(F)(F)F)CC2)cc1	-7.7	14.9	-8.2
32	Cc1nn(-c2cccc(Cl)c2)c2c1C(O)=C1C(=O)CCCC1N2 (stereo unspecified)	.	3.3	5.2
33	O=[N+]([O-])c1cccc(Nc2cncc(-c3ccc(CO)cc3)c2)c1	1.5	-10.5	4.0
34	CCOc1ccc(C(=O)NNc2cc(=O)n(C)c(=O)n2C)cc1	-5.7	1.6	-1.2
35	CCCOc1ccc(NC(=O)Nc2ccc(F)cc2F)cc1OCCC	-10.0	0.8	-3.7
36	CCc1[nH]c2ccc(CNC(=O)c3ncccc3OC)cc2c1C	-12.6	12.9	-3.8

Remaining list, next part:
entry	structure	mcGAS lum	NPYLR7 ag	hcGAS lum
37	O=C(Cn1cnc([N+](=O)[O-])n1)NN=C1CCCCC1	-4.5	0.2	-2.0
38	O=c1[nH]c(NCCO)nnc1Cc1ccccc1	.	11.7	-6.7
39	CCn1c(C)cc(O)c(C(c2ccc(O)cc2)c2c(O)cc(C)n(CC)c2=O)c1=O	-9.0	3.3	-10.9
40	CCCCN(C=O)c1c(CC)nc2c(OCCOc3ccc(F)cc3)cccn12	-2.2	-0.1	-4.6
41	CCCNc1ncnc2c1nnn2CC	.	6.8	-8.1
42	Cc1ccc(/C=C2\SC(=S)N(C(CC(=O)O)C(=O)O)C2=O)cc1 (stereo unspecified)	7.4	-4.0	-1.0
43	Nc1nc(N)nc(SCC(=O)NC(=O)NC2CCS(=O)(=O)C2)n1 (stereo unspecified)	.	-0.5	-8.1
44	CCn1ccnc1S(=O)(=O)C(C)c1cn(-c2ccccc2)nn1 (stereo unspecified)	.	8.5	-7.9
45	Cc1ccccc1C(=O)NCCn1c(C)cc2ccccc21	.	-0.9	-7.5
46	CCCc1noc(-c2ccc(C(C)(C)C)cc2)n1	.	1.8	-5.5
47	O=[N+]([O-])c1cc2c(c(COc3ccc4cc(Br)ccc4c3)c1)OCOC2	.	0.6	-6.2
48	Fc1cccc2c1CCCN2CCn1cncn1	.	4.1	-7.2

Carrying on.
entry	structure	mcGAS lum	NPYLR7 ag	hcGAS lum
49	Cc1cc(=O)[nH]c(-n2nc(C)cc2NC(=O)c2cccc([N+](=O)[O-])c2C)n1	-5.3	10.7	-2.9
50	CCC(C)N1CNc2c(c(=O)[nH]c(=O)n2-c2ccc(C)cc2)C1 (stereo unspecified)	.	1.7	-7.6
51	Cc1cc(-c2noc(CCC(=O)N3CCn4cccc4C3C)n2)ccc1F (stereo unspecified)	.	-0.8	-5.1
52	Cn1cc(C(=O)N2CCN(C(=O)Cc3ccccc3)CC2)c2nn(-c3ccccc3)c(=O)c-2c1	-7.6	0.5	-10.4
53	Cc1ccc(C)c2[nH]c(=O)c(CCNC(=O)C(C)(C)Oc3ccc(Cl)cc3)cc12	.	19.8	-1.3
54	CC(=O)Nc1ccc(SCC(=O)NCCc2ccccc2)nn1	.	-3.1	2.7
55	COc1ccccc1CN(C(=O)Cc1ccc(SC)cc1)C1CC1	.	-8.1	0.7
56	COCc1cc(N2CC[C@@H](N)[C@@H](OC)C2)ncn1	-10.3	-0.7	-6.9
57	CC(C)(C)OC(=O)N1CCc2ccc(NC(=O)C3CCCO3)cc2C1 (stereo unspecified)	-9.0	-2.6	-15.2
58	Cc1cc(C)n2c(NCc3ccccc3)c(CC(C)C)nc2c1	-7.5	5.4	-3.6
59	O=C(N1CCCC(Nc2ccccc2)C1)C1(N2CCCC2)CCCC1 (stereo unspecified)	-3.4	-4.1	-9.4
60	Cc1[nH]n(-c2ccccc2)c(=O)c1C1=C(N2CCCC2)C(=O)N(Cc2ccccc2)C1=O	-7.8	7.6	-6.2

Next results
entry	structure	mcGAS lum	NPYLR7 ag	hcGAS lum
61	COc1ccc(CC(=O)NCCSc2ncc(-c3ccc(OC)cc3)[nH]2)cc1	-6.6	4.9	-4.0
62	CCCN1CCCN(c2nc3ccccc3c(=O)[nH]2)CC1	.	6.7	-9.8
63	Cc1ccccc1C(=O)N(Cc1ccsc1)CC(F)(F)F	.	5.7	0.7
64	C=CCOc1ccc(C=C2COc3ccccc3C2=O)cc1OC	46.4*	2.8	-3.4
65	O=[N+]([O-])c1cc([N+](=O)[O-])c2ccccc2c1N1CCOCC1	-0.4	10.2	-0.6
66	COc1ccc(-n2nnc3c(=O)[nH]cnc32)cc1	.	-10.9	-8.6
67	CN(C)c1ccc(C(=O)NCCCCCCC(=O)NO)cc1	-10.3	-5.6	-7.7
68	Cc1ocnc1C(=O)NCc1cc(Cl)cc2c(C)c(-c3ccccc3)[nH]c12	-17.3	.	-3.9
69	CC1CCCCN1C1CN(Cc2cc(F)ccc2O)C1 (stereo unspecified)	-14.5	19.7	-2.1
70	Cc1nc(C(=O)NC(C)c2cn3ncsc3n2)cs1 (stereo unspecified)	-1.6	-1.8	2.5
71	COc1ccc(NC2(C(=O)N3CCCn4cncc4C3)CCCC2)cc1	-15.3	14.9	-7.0
72	CC(=O)Nc1nc(C23CC4CC(CC(c5ccc(C)cc5)(C4)C2)C3)cs1	.	-2.5	-3.6

16 compounds out of the list, arranged by formula weight, high to low.
entry	structure	mcGAS lum	NPYLR7 ag	hcGAS lum
60	Cc1[nH]n(-c2ccccc2)c(=O)c1C1=C(N2CCCC2)C(=O)N(Cc2ccccc2)C1=O	-7.8	7.6	-6.2
61	COc1ccc(CC(=O)NCCSc2ncc(-c3ccc(OC)cc3)[nH]2)cc1	-6.6	4.9	-4.0
68	Cc1ocnc1C(=O)NCc1cc(Cl)cc2c(C)c(-c3ccccc3)[nH]c12	-17.3	.	-3.9
72	CC(=O)Nc1nc(C23CC4CC(CC(c5ccc(C)cc5)(C4)C2)C3)cs1	.	-2.5	-3.6
71	COc1ccc(NC2(C(=O)N3CCCn4cncc4C3)CCCC2)cc1	-15.3	14.9	-7.0
57	CC(C)(C)OC(=O)N1CCc2ccc(NC(=O)C3CCCO3)cc2C1 (stereo unspecified)	-9.0	-2.6	-15.2
59	O=C(N1CCCC(Nc2ccccc2)C1)C1(N2CCCC2)CCCC1 (stereo unspecified)	-3.4	-4.1	-9.4
54	CC(=O)Nc1ccc(SCC(=O)NCCc2ccccc2)nn1	.	-3.1	2.7
64	C=CCOc1ccc(C=C2COc3ccccc3C2=O)cc1OC	46.4*	2.8	-3.4
63	Cc1ccccc1C(=O)N(Cc1ccsc1)CC(F)(F)F	.	5.7	0.7
58	Cc1cc(C)n2c(NCc3ccccc3)c(CC(C)C)nc2c1	-7.5	5.4	-3.6
65	O=[N+]([O-])c1cc([N+](=O)[O-])c2ccccc2c1N1CCOCC1	-0.4	10.2	-0.6
70	Cc1nc(C(=O)NC(C)c2cn3ncsc3n2)cs1 (stereo unspecified)	-1.6	-1.8	2.5
62	CCCN1CCCN(c2nc3ccccc3c(=O)[nH]2)CC1	.	6.7	-9.8
69	CC1CCCCN1C1CN(Cc2cc(F)ccc2O)C1 (stereo unspecified)	-14.5	19.7	-2.1
66	COc1ccc(-n2nnc3c(=O)[nH]cnc32)cc1	.	-10.9	-8.6

The results go on.
entry	structure	mcGAS lum	NPYLR7 ag	hcGAS lum
73	Cc1ccccc1-n1nc(C(C)(C)C)cc1NC(=O)CN(Cc1ccccc1)C(=O)NCc1ccccc1	-3.7	18.5	0.7
74	Cn1nnc2c(NCCCc3ccccc3)ncnc21	.	8.7	-6.4
75	Cc1cc(C)c(C(N)=O)c(NCCc2ccc(F)cc2)n1	.	-1.2	-6.5
76	COc1ccc(NC(=O)c2ccc(CSc3nnc(-c4ccc([N+](=O)[O-])cc4)n3-c3ccccc3OC)cc2)cc1	0.5	-3.5	5.1
77	COCCN(Cc1ccc(C(O)(c2ccccc2)c2ccccc2)o1)Cc1cccs1	-3.0	-2.5	-0.2
78	O=C1CC(c2ncc[nH]2)c2cc3c(cc2N1)Nc1ccccc1CC3 (stereo unspecified)	.	-3.0	0.7
79	CCCCC(CC)C(=O)N(Cc1ccc(OC)c(OS(=O)(=O)CC)c1)CC(C)C (stereo unspecified)	-3.9	-7.2	-6.5
80	COc1cccc(-c2cn[nH]c2C2CCN(C(=O)C3CC3(C)C)CC2)c1 (stereo unspecified)	-15.7	9.1	-3.5
81	CN(C)c1ccc(NC(=O)c2cccc(F)c2)cc1CN(C(=O)NC(C)(C)C)C1CCCCC1	-8.9	14.0	-6.9
82	CC(C)N1CCCC(C)(C(=O)Nc2nccc3ccccc23)C1 (stereo unspecified)	.	0.7	-17.5
83	COc1cccc(N=C2NN=C(c3ccc[nH]3)CS2)c1	.	-12.9	0.4
84	Cc1cc(C(C(=O)O)N2CCN(CC(=O)NC(C)C)CC2)ccc1F (stereo unspecified)	.	3.7	-5.7

Further compounds.
entry	structure	mcGAS lum	NPYLR7 ag	hcGAS lum
85	O=C(c1csc(CSc2nnc(Cc3ccccc3)n2-c2cccc(C(F)(F)F)c2)n1)N1CCc2ccccc2C1	-5.7	.	-12.1
86	COc1cccc(-c2nnc(SCc3ccc(C(=O)NCc4ccncc4)cc3)n2-c2cccc(Cl)c2)c1	-1.9	-2.4	-2.5
87	COc1ccc(CCNC(=O)c2c(C)c(C)c(C)n2Cc2ccc(C)cc2)cc1OC	-5.9	-1.8	-7.0
88	O=C(NCCCn1nc(-c2cccs2)ccc1=O)c1ccc(C(F)(F)F)cc1	.	-0.5	-3.5
89	Cc1nc(-c2ccccc2)nc(N2CCN(C(=O)c3ccc(Br)cc3)CC2)c1Cc1ccc([N+](=O)[O-])cc1	-8.9	.	-8.2

Bioassay records as filed in PubChem BioAssay.

An unsorted share of the library; any-hit rate near 0.27%.
